KCNK3 block = human KCNK3 channel inhibition, primary screen; O14649; CHO-KCNK3 thallium flux, FluxOR fluorescence; hits give low values; B-score at 10 µM; 0.84% of 340,000 active;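 active = B-score under library mean minus 4 SD, starting fluorescence ratio at most library mean plus 5 SD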;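 also: more negative B-score means stronger inhibition of thallium flux through KCNK3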
Target sequence (O14649 whole entry, looked up): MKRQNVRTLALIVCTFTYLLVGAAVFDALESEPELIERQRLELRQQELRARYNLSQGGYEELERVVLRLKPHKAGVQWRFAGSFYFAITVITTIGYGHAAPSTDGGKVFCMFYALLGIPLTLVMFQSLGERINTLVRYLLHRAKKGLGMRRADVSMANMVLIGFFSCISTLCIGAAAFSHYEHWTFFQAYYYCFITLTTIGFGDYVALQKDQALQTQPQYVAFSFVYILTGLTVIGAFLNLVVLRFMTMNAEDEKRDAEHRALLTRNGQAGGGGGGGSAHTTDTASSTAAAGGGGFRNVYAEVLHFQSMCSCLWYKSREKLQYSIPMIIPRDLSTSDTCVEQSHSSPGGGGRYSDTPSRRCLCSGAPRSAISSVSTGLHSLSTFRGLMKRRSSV
KCNQ1 act = potentiators or activators of human KCNQ1 potassium channel. P51787. CHO-K1 KCNQ1, thallium flux FluxOR fluorescence; hits give high values. B-score at 10 µM. 0.35% of 310,000 active. AID 2648;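 active = fluorescence ratio B-score, a plate-corrected score, at least three library SD, with initial intensity B-score within 5 SD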
Target sequence (P51787 whole entry, looked up): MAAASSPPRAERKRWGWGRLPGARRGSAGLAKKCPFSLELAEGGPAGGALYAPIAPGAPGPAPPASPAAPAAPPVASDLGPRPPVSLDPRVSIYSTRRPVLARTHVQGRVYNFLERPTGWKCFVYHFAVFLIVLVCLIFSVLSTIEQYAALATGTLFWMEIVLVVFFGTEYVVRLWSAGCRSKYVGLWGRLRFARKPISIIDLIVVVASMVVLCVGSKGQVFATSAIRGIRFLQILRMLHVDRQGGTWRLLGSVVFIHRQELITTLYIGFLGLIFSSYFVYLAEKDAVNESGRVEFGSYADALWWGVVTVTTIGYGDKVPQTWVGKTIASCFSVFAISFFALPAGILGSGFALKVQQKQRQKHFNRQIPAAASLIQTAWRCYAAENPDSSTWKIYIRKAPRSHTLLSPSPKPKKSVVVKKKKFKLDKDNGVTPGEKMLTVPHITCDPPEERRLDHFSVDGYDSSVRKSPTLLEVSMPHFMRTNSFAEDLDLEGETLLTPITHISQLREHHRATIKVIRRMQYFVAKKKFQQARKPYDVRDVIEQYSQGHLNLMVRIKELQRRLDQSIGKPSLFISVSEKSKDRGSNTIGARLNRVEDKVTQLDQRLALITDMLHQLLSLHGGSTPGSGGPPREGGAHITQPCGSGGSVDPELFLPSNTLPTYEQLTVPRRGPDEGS
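assay system = CHO-K1 cells stably expressing KCNQ1 | medium = assay buffer, equal DMSO in all wells | timing = 37 °C overnight plating, 90-min dark dye load, 20-min compound pretreatment | measured by = kinetic FluxOR thallium fluorescence, 10-s 1-Hz baseline, 110-s post-stimulus read | measure = fluorescence change relative to baseline, converted to B score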
hERG rescue = hERG (human) protection from proarrhythmic block; Q12809; CHO-hERG, FluxOR thallium flux, dofetilide IC70 present; activation (rescue from dofetilide block), less the hit threshold, % at 10 µM; 0.51% of 310,000 active; AID 1511;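 active = activation above the mean of controls blocked by dofetilide plus 5 SD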;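 also: thallium influx through hERG after potassium depolarization seen as dye fluorescence rise; in these data hits start at about 4.7%; inactives centre near -7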
TRPC4 potent = allosterically enhances the mouse TRPC4 cation channel; HEK293 TRPC4beta/mu-opioid, DAMGO EC20, Fluo-4 Ca2+ flux; hits give high values; B-score at 10 µM; 0.42% of 310,000 active; AID 2227;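 active = B-score of calcium response area above 5 SD of library B-scores, with initial fluorescence ratio within 5 SD of library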;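 also: B-score of integrated fluorescence ratio over time as area under calcium response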
KCNQ1 block = blocks the human KCNQ1 potassium channel | P51787 | CHO-K1 KCNQ1, FluxOR thallium flux fluorescence; hits give high values | B-score at 10 µM | 1.3% of 310,000 active | AID 2642;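 active = compounds whose thallium flux B-score, printed positive for inhibition, exceeds three library SD while starting fluorescence stays within three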;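 also: channel opened by potassium depolarization with thallium stimulus after 20 min compound exposure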
Platelet DG rel = platelet dense granule release activity | human platelet-rich plasma, SFLLRN dense granule ATP release, luminescence | inhibition, %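 (compounds screened at 7.5 µM in platelet-rich plasma)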 | 0.22% of 300,000 active | AID 1663;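 active = mean replicate score, as percent of positive control, at or above 50; inconclusive = mean below 50 but at least one replicate at or above 50; inactive = mean and every replicate below 50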
Dyrk1A ADPGlo = blocks rat Dyrk1A kinase activity; Q63470; ADP-Glo luminescence, NFATc1 peptide; inhibition, % at 12.5 µM; 0.43% of 310,000 active; in the data active = inhibition above about 50%;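 also: plate controls were vehicle with enzyme for no effect and no enzyme for full effect; many of its hits are not listed in these tables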
TRPC4 inh = blocks the mouse TRPC4 cation channel; 0.39% of 300,000 active; AID 2247; B-score at 10 µM; HEK293 TRPC4beta/mu-opioid, DAMGO-evoked Fluo4 calcium flux; hits give low values;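 active = B-score over 3 SD under the library average, no early fluorescence shift, positive overall ratio signal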
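material = TRPC4beta/mu-opioid receptor HEK293 cell line | probe or stimulus = sequential submaximal and maximal DAMGO stimulation | compound dosing = one concentration per compound | measured by = Fluo4 Ca2+ flux fluorescence | evaluation = integrated fluorescence ratio relative to baseline, converted to per-well B score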
PolyA inhibitor = blocks polyadenylation in yeast reporter cells. calls only at 12 µM. 0.02% of 300,000 active. S. cerevisiae SKY197-pL101 polyadenylation reporter, beta-gal luminescence; efflux-impaired pdr1/pdr3 knockout yeast; score 100 = 6 SD above DMSO;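 active = lowest replicate activity score at least 50, where 100 means six control SD above control mean; inconclusive = lowest score under 50 but half or more replicates reach 50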;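 also: yeast exposed to compound for 9 h at 30 °C; higher score means more reporter readthrough which indicates perturbed polyadenylation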
TRPC4 agonist = opens the mouse TRPC4 cation channel | Q9QUQ5 | HEK293 TRPC4beta/mu-opioid, Fluo4 calcium fluorescence; hits give high values | B-score at 10 µM | 0.49% of 310,000 active | AID 2237;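 active = B-score above 5 SD of library B-scores, and initial fluorescence ratio not above library mean plus 5 SD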;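 also: positive B-score marks a calcium rise read as TRPC4 activation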
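System – HEK293 cells stably co-expressing mouse TRPC4beta and mu-opioid receptor · Signal – Fluo4 calcium-sensitive dye fluorescence, kinetic, 1 Hz baseline · Benchmarks – buffer (low) and maximal DAMGO (high) · Read-out – B score of integrated fluorescence ratio per well · Incubation – dye loading 45 min room temperature, 110 s kinetic read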
KCNK9 block = inhibitors of human KCNK9 two-pore domain potassium channel | Q9NPC2 | HEK293 KCNK9, FluxOR thallium flux fluorescence; hits give low values | B-score at 10 µM | 1.2% of 310,000 active;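 active = ratio B-score over 3 SD below the library mean, with starting fluorescence within 5 SD of its mean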;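 also: negative B-score means less thallium flux so channel inhibition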
The depositor's hits bear a star; i = inactive; ? = inconclusive; . = no result given. Some of the compounds tested, so the mix of outcomes need not match the whole.

SMILES	KCNK3 block	KCNQ1 act	hERG rescue	TRPC4 potent	KCNQ1 block	Platelet DG rel	Dyrk1A ADPGlo	TRPC4 inh	PolyA inhibitor	TRPC4 agonist	KCNK9 block
COc1ccccc1NC(=O)Cc1noc(CSc2nnc(C(F)(F)F)n2C)n1	i	i	-3	i	i	15	0	i	i	i	i
NN1C(=O)/C(=C\c2ccco2)SC1=S	i	i	1	i	i	0	.	i	i	i	i
CCOC(=O)N1CCN(C(=O)CCn2c(=S)[nH]c3ccccc3c2=O)CC1	i	i	-1	i	i	-2	6	i	i	i	i
CC(/C=N\N1CCN(c2ccc(Cl)cc2)CC1)=C\c1ccccc1	i	i	-5	i	i	0	2	i	i	i	i
Cc1ccc(CNc2nc(Cl)c(C#N)s2)cc1	i	i	-3	i	i	-2	-3	i	i	i	i
Cc1cccc(-n2nc3c([n+]2[O-])CCc2nonc2-3)c1C	i	i	-2	i	i	-1	-2	i	i	i	i
CCCCC(=O)Nc1ccc2c(c1)nc1n2CCSC1	i	i	-2	i	i	-1	2	i	i	i	i
COc1ccc(CN(CC(=O)NC2CCCC2)C(=O)c2ccc(-c3ccccc3)[nH]2)cc1	i	i	-24	i	i	-3	-5	i	i	i	i
O=C(Cn1cnc2c(cnn2-c2ccc(F)cc2)c1=O)N1CCCc2ccccc21	i	i	-4	i	i	0	5	i	i	i	i
CN(C)C(=O)c1c([N+](=O)[O-])ncn1C	i	i	-2	i	i	-23	1	i	i	i	i
CCOc1c(N2CCOCC2)c(=O)c1=O	i	i	-12	i	i	-16	-4	i	i	i	i
Cc1ccc(-c2csc3nnc(SCC(=O)Nc4cccc(C)n4)n23)cc1	i	i	-9	i	i	3	-4	i	i	i	i
CCn1c(=O)c([N+](=O)[O-])c(N2CCSCC2)c2ccccc21	i	i	-13	i	i	-9	8	i	i	i	i
CCN1CCN(C(=O)C(N)Cc2ccccc2)CC1 (stereo not given)	i	i	-11	i	i	-9	-5	i	i	i	i
COc1ccc(-c2nn3c(-c4cccc(C)c4)nnc3s2)cc1OC	i	i	-11	i	i	-54	-2	i	i	i	i

2 entries from above, bar-delimited.
molecule | KCNK3 block | KCNQ1 act | hERG rescue | TRPC4 potent | KCNQ1 block | Platelet DG rel | Dyrk1A ADPGlo | TRPC4 inh | PolyA inhibitor | TRPC4 agonist | KCNK9 block
O=C(Cn1cnc2c(cnn2-c2ccc(F)cc2)c1=O)N1CCCc2ccccc21 | i | i | -4 | i | i | 0 | 5 | i | i | i | i
CN(C)C(=O)c1c([N+](=O)[O-])ncn1C | i | i | -2 | i | i | -23 | 1 | i | i | i | i

Further records follow.
SMILES	KCNK3 block	KCNQ1 act	hERG rescue	TRPC4 potent	KCNQ1 block	Platelet DG rel	Dyrk1A ADPGlo	TRPC4 inh	PolyA inhibitor	TRPC4 agonist	KCNK9 block
CCOC(=O)N1CCN(C(=O)NC2CCCCC2)CC1	i	i	-10	i	i	2	-2	i	i	i	i
COc1ccc(OC)c(C(=O)NC(CC(N)=O)c2ccc(NCCN3CCCCC3)c([N+](=O)[O-])c2)c1 (stereo not given)	i	i	2	i	i	-10	-15	i	i	i	i
CCS(=O)(=O)N1Cc2ccccc2CC1C(=O)OCC(=O)N(C(C)C)C(C)C (stereo not given)	i	i	-13	i	i	3	-3	i	.	i	i
Cc1nc(N2CCCCC2)c2c(-c3cccs3)csc2n1	i	i	-22	i	i	0	-7	i	i	i	-7.3*
O=C(NCCO)c1ccccc1O	i	i	-1	i	i	-1	13	i	i	i	i
CN(C)C(C(=O)Nc1cc(Cl)cc(Cl)c1)c1ccccc1 (stereo not given)	i	i	-23	i	i	-2	2	i	.	i	-10*
Cc1ccc2c(c1)C(=O)C(=O)N2CCCOc1ccccc1C	i	i	-15	i	i	-6	2	i	i	i	i
O=S(=O)(NCc1cccnc1)c1ccc2ccccc2c1	i	i	-7	i	i	4	0	i	i	i	i
Cc1cccc(N(CC(=O)NC2CCCCC2)C(=O)CCCC(=O)Nc2ccccn2)c1C	i	i	-12	i	i	8	0	i	i	i	i
CCc1cccc(CC)c1NC(=O)COn1nnc2ccc(C(F)(F)F)cc21	i	i	-5	i	i	0	-1	i	.	i	i
Cc1nnc(SCC(=O)OC2CC(C)CCC2C(C)C)[nH]c1=O (stereo not given)	i	i	-5	i	i	-1	-3	i	i	i	i
CCOC(=O)c1sc(NC(=O)CSc2nc(O)c(Cc3ccccc3)c(=O)[nH]2)nc1C	i	i	-16	i	i	0	2	i	i	i	i
Nc1cc(C(F)(F)F)ccc1-n1cccc1	i	i	-10	i	i	-6	1	i	i	i	i
Cc1ccc(C(=O)NCc2cccs2)cc1S(=O)(=O)N1CCCCC1	i	i	-8	i	i	6	-2	i	i	i	i
O=C(NCc1cc(C(F)(F)F)cc(C(F)(F)F)c1)C1CC(c2ccc(C(F)(F)F)cc2)=NO1 (stereo not given)	i	i	-5	i	i	-5	-4	.	i	i	i
CN(CC(=O)Nc1ccc(F)cc1)C(=O)COC(=O)COc1ccc(C#N)cc1	i	i	-27	i	i	3	8	i	i	i	i
COc1ccc(C(=O)CSc2nc(C)cc(=O)[nH]2)cc1	i	i	-4	i	i	3	4	i	i	i	i
N#CC1(C#N)C(c2ccccc2)OC23CCCCC2C1(C#N)C(=N)O3 (stereo not given)	i	i	-8	i	i	-7	4	i	i	i	i
CCCCCCc1c(C)c2ccc(OCC(=O)N[C@@H](Cc3ccccc3)C(=O)O)cc2oc1=O	i	i	-5	i	i	4	0	i	i	i	i
CCOC(=O)Cc1csc(NC(=O)CCN2C(=O)c3ccccc3C2=O)n1	i	i	-1	i	i	-13	-2	i	i	i	i
Oc1ccc(Br)cc1/C=N/N1CCN(Cc2ccccc2)CC1	i	i	-9	i	i	-1	4	i	i	i	i
O=C1c2cccnc2C(O)N1Cc1cccs1 (stereo not given)	i	i	-12	i	i	-7	-6	i	i	i	i
Cc1cccc2sc(NC(=O)[C@H](C)N3C(=O)C4CC=CCC4C3=O)nc12 (stereo not given in full)	i	i	-5	i	i	-13	6	i	i	i	i
Cc1cc2c(c(C)nn2-c2ccccc2)c(=O)o1	i	i	0	i	i	0	6	i	i	i	i
O=C(CN1CCc2ccccc2C1)Nc1ccccc1F	i	i	-7	i	i	-5	7	i	i	i	i
Cc1cc(Oc2ccc(C(C)(C)C)cc2)nc(N2CCOCC2)n1	i	i	-11	18*	i	-8	-12	i	i	i	i
O=C(c1cc(=O)c2ccccc2o1)N1CCN(c2ccccc2)CC1	i	i	-13	i	i	-5	5	i	i	i	i
COc1cccc2cc(C(=O)Nc3cc(C)cc(C)c3)/c(=N/NS(=O)(=O)c3ccccc3)oc12	i	i	-7	i	i	5	0	i	i	i	i
CN(C)c1ccc2c(c1)Sc1cc(N(C)C)ccc1N2C(=O)c1ccccc1	i	i	-4	i	6*	5	1	i	i	i	i
CC(NC(=O)c1ccc(S(=O)(=O)N(C)C)cc1)c1ccccc1 (stereo not given)	i	i	-7	i	i	-1	-7	i	i	i	i
CC(C)(C)c1nn(-c2ccccc2)c2[nH]c(=O)c(C=O)cc12	i	i	-4	i	i	-2	8	i	i	i	i
O=C(CN1CCN(c2ccccn2)CC1)Nc1cccc(F)c1	i	i	-5	i	i	2	-4	i	i	i	i
CC(=O)c1cccc(NC(=O)COC(=O)[C@@H](NC(=O)OCc2ccccc2)C(C)C)c1	i	i	-23	i	i	?	4	i	i	i	i
COc1ccccc1C(=O)Nc1ccc2c(c1)nc(CCNC(=O)c1ccccc1)n2C	i	i	-9	i	i	1	4	i	i	i	i
CCn1c(O)c(/C=N/n2cnnc2)sc1=S	i	i	1	i	i	-11	0	i	i	i	i
COc1ccc(NC(=O)c2c(N)cnn2C)cc1	i	i	-3	i	i	2	10	i	i	i	i
Cc1ccc(C(=O)CSc2nc3c([nH]2)c(=O)n(C)c(=O)n3C)cc1	i	i	-7	i	i	-3	2	i	i	i	i
CCOC(=O)CSc1n[nH]c(NC(=O)c2cccc(C(F)(F)F)c2)n1	i	i	-12	i	i	-1	-5	i	i	i	i
Cc1cc(Cc2ccc(N)c(C)c2)ccc1N	i	i	-9	i	i	1	3	i	i	i	i
CCOC1(OCC)N=C(N)C2(C#N)C(c3ccc(NC(C)=O)cc3)C12C#N (stereo not given)	i	i	-7	i	i	-2	36	i	i	i	i

Among those listed so far, these contain fluorine:
SMILES	KCNK3 block	KCNQ1 act	hERG rescue	TRPC4 potent	KCNQ1 block	Platelet DG rel	Dyrk1A ADPGlo	TRPC4 inh	PolyA inhibitor	TRPC4 agonist	KCNK9 block
COc1ccccc1NC(=O)Cc1noc(CSc2nnc(C(F)(F)F)n2C)n1	i	i	-3	i	i	15	0	i	i	i	i
O=C(Cn1cnc2c(cnn2-c2ccc(F)cc2)c1=O)N1CCCc2ccccc21	i	i	-4	i	i	0	5	i	i	i	i
CCc1cccc(CC)c1NC(=O)COn1nnc2ccc(C(F)(F)F)cc21	i	i	-5	i	i	0	-1	i	.	i	i
Nc1cc(C(F)(F)F)ccc1-n1cccc1	i	i	-10	i	i	-6	1	i	i	i	i
O=C(NCc1cc(C(F)(F)F)cc(C(F)(F)F)c1)C1CC(c2ccc(C(F)(F)F)cc2)=NO1 (stereo not given)	i	i	-5	i	i	-5	-4	.	i	i	i
CN(CC(=O)Nc1ccc(F)cc1)C(=O)COC(=O)COc1ccc(C#N)cc1	i	i	-27	i	i	3	8	i	i	i	i
O=C(CN1CCc2ccccc2C1)Nc1ccccc1F	i	i	-7	i	i	-5	7	i	i	i	i
O=C(CN1CCN(c2ccccn2)CC1)Nc1cccc(F)c1	i	i	-5	i	i	2	-4	i	i	i	i
CCOC(=O)CSc1n[nH]c(NC(=O)c2cccc(C(F)(F)F)c2)n1	i	i	-12	i	i	-1	-5	i	i	i	i

Screening results (PubChem BioAssay)
